NS5 inhibitors: flavivirus cap methylation enzyme inhibition – biochemical, confirmation dose response, primary screen (AID 588689) | Dengue-2 NS5 methyltransferase capping enzyme assay, biochemical; higher % means a stronger effect | inhibition, % at 25 µM, or IC50 in µM where a hit was titrated | 0.3% of 340,000 active; in the data active = a potency from the dose series
K1F lysis inhibition: protection from phage-mediated lysis, alamar blue read-out – E. coli UTI89, K1F phage, bacterial capsule biogenesis inhibitors (AID 488966) | E. coli UTI89 K1F phage lysis, alamar blue, 2 h; higher % means a stronger effect | inhibition, % at 100 µM, or IC50 in µM where a hit was titrated | 0.02% of 340,000 active;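 active = phage lysis inhibition, versus mean bacterial control, above a set limit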;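 also: capsule biogenesis inhibitors block K1F phage lysis so surviving cells raise fluorescence; higher fluorescence means more inhibition of phage lysis; actives were called in the ten point dose series up to 300 µM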
HIV peptide binding: cell-free HIV fusion peptide-binding blockers – biochemical, uHTS, fluorescence dequenching, primary screen (AID 1986). cell-free peptide binding, fluorescence dequenching, 30 min; higher % means a stronger effect. one-dose inhibition, % at 20 µM; IC50 in µM for titrated hits. 0.3% of 290,000 active; in the data active = inhibition mostly above about 52%, no sharp cut-off; inactive = mostly below about 76%; also: some results filed as inactive read as strong as hits
NTR1 ag: agonists of NTR1, primary screen, imaging, U2OS cells, beta-arrestin-GFP, high content (AID 493036); P30989; NTR1-U2OS beta-arrestin-GFP spot imaging, agonist mode; activation, % at 20 µM; 0.17% of 330,000 active;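 active = activation at or above 40% of the spot to cytoplasm intensity ratio, with at least 20 cells analyzed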;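 also: 0% = DMSO without peptide and 100% = 100 nM NTR1 peptide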
Target sequence (P30989 whole entry, looked up): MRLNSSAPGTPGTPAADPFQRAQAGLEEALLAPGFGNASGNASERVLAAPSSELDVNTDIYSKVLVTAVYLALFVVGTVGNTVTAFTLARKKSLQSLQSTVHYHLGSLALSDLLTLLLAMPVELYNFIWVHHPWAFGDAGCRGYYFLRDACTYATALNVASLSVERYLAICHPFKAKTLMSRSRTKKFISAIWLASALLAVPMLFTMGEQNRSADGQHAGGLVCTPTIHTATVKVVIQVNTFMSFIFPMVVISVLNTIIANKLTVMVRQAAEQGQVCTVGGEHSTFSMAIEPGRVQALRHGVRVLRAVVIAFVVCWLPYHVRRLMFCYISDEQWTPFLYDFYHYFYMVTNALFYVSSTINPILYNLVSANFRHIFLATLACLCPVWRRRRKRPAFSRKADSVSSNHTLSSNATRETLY
Siah-1 displacement: Siah-1 peptide-binding antagonists, primary screen, biochemical, fluorescence polarization, rhodamine-plectin, uHTS (AID 1817). Siah-1 / rhodamine-plectin peptide fluorescence polarization; higher % means a stronger effect. displacement, % at 20 µM, or IC50 in µM where a hit was titrated. 0.02% of 290,000 active;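 active = displacement of at least 50% at 20 µM, with a fluorescence ratio check between 0.3 and a set limit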;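 also: plate controls were Siah plus tracer with DMSO for no effect and tracer alone without Siah for full effect; strong numbers were not always called active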
GPR55 beta-arrestin: selective activators of receptor GPR55 – imaging, U2OS cells, beta-arrestin-GFP redistribution, primary screen (AID 1961); U2OS GPR55 beta-arrestin-GFP redistribution imaging; higher % means a stronger effect; 0.048% of 290,000 active; activation, % at 10 µM, or EC50 in µM where a hit was titrated;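 active = activation above 40% with more than 50 cells counted in the well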;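 also: U2OS osteosarcoma cells stably expressing GPR55 and beta-arrestin-GFP; plate controls were DMSO negative control for no effect and LPI positive control for full effect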
AID2073: disruptors of CaV2.2 binding to Mint1 – biochemical, HTRF (AID 2073); HTRF protein-protein interaction, Mint1-CaV2.2; higher % means a stronger effect; inhibition, % at 20 µM, or IC50 in µM where a hit was titrated; 0.19% of 290,000 active; in the data active = inhibition mostly above about 51%, no sharp cut-off; also: some results filed as inactive read as strong as hits
GPR55 antagonists: inhibition of LPI-stimulated GPR55 beta-arrestin translocation – imaging, U2OS, beta-arrestin-GFP, LPI agonist, primary screen (AID 2013) | 0.13% of 290,000 active | U2OS GPR55 beta-arrestin-GFP translocation imaging, LPI antagonism; higher % means a stronger effect | inhibition, % at 10 µM, or IC50 in µM where a hit was titrated;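 active = spots per cell inhibited over 60%, with over 100 cells counted and total cytoplasm intensity under 500,000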;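 also: U2OS cells stably carrying GPR55 and arrestin-GFP stimulated by 5 µM LPI near EC80; imaged beta-arrestin-GFP aggregate spots per cell after agonist stimulation; plate controls were LPI-stimulated DMSO wells for no effect and DMSO wells without LPI for full effect; some results filed as inactive read as strong as hits; confirmed hits need IC50 under 10 µM and bright autofluorescent wells are also inconclusive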
GPR35 antagonists: GPR35 antagonists blocking zaprinast-driven arrestin recruitment, primary screen, imaging, U2OS, beta-arrestin-GFP, zaprinast agonist (AID 2058) | 0.052% of 290,000 active | inhibition, % at 10 µM; hits with a dose series show IC50 in µM | U2OS GPR35 beta-arrestin-GFP translocation imaging, zaprinast antagonism; higher % means a stronger effect;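 active = inhibition of at least 50% with at least 30 cells and total cytoplasm GFP at most 10,000,000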
NTR1 ag cell count 20 µM: recorded beside NTR1 ag, whose call it bears; cell count; measured here: cell count, cytotoxicity flag
An asterisk follows results filed as active; . = not tested or not shown; & = joins results of further samples; [ ] = dose if it differs, or a comment.

canonical_smiles,NTR1 ag cell count 20 µM,NS5 inhibitors,GPR55 beta-arrestin,HIV peptide binding,NTR1 ag,GPR55 antagonists,Siah-1 displacement,AID2073,K1F lysis inhibition,GPR35 antagonists
O=C(N/N=C/c1ccc(O)cc1)c1cncc(Br)c1,96,-9.8%,0.3%,-0.6%,-0.8,-4.8%,-0.3%,13.1%,0.2%,-0.4%
O=S(=O)(Nc1cccc2cccnc12)c1ccc(S(=O)(=O)N2CCCC2)cc1,46,-0.7%,0.0%,-0.6%,2.4,11.0%,-9.9%,7.2%,-0.1%,-1.9%
CCn1c(Cc2ccccc2)nnc1SCC(=O)Nc1ccc(C)cc1,50,-4.1%,0.1%,2.9%,0.6,-7.4%,-5.3%,3.7%,5.0%,6.6%
Fc1ccc(-[n+]2nc(Nc3ccccc3)sc2-c2ccc(OCc3ccccc3)cc2)cc1,86,-5.5%,-0.1%,0.1%,-1.7,19.8%,6.2%,-1.2%,0.1%,8.3%
COc1ccccc1CNC(=O)Cn1nnnc1CN(C)C(C)C,60,-7.8%,0.0%,0.7%,0.0,-11.1%,7.1%,7.4%,0.7%,1.4%
COc1ccc(NC(=O)CN2CCN(Cc3ccccc3)CC2)cc1,53,.,-0.3%,-0.9%,-0.1,8.8%,11.3%,-3.0%,2.1%,-0.9%
COC(=O)[C@H](CCSC)NC(=O)NCc1ccccn1,54,-2.4%,-0.2%,1.4%,0.7,-10.7%,0.7%,-8.4%,2.8%,13.9%
O=C(COC(=O)c1ccc(O)cc1)Nc1ccccc1-c1ccccc1,48,-6.9%,-0.2%,-1.7%,10.7,-2.1%,2.0%,4.2%,4.6%,2.9%
COc1ccc(S(=O)(=O)NC2CC(C)(C)NC(C)(C)C2)cc1C(C)C,65,8.1%,-0.1%,-1.2%,-1.0,3.2%,1.3%,3.5%,-0.6%[50 µM],-2.7%
Cc1ccc(CCn2c3c(c4ccccc42)CN(C)CC3)cn1,56,1.4%,0.0%,1.5%,0.7,-7.9%,-5.8%,6.3%,5.4%,4.5%
CCN(CC)CCNC(=O)c1ccc(NC(C)=O)cc1,67&61,3.7%&-2.2%,0.1%&-0.1%,-1.2%&-0.9%,3.1&3.3,-3.3%&-1.2%,4.0%&-6.1%,0.1%&12.5%,2.6%&3.5%,-3.9%&0.9%
CC(C)[C@H](Nc1nc(-c2ccccc2)nc2c1oc1ccccc12)C(=O)O,42,1.4%,0.2%,14.7%,-0.1,4.7%,4.4%,3.8%,1.5%,-3.1%
CCOc1cc(/C=C2/C(=N)N3C(=NC2=O)SN=C3S(=O)(=O)C(C)C)ccc1OC(=O)c1ccco1,58,-113.1%,-0.1%,14.8µM*,2.3,10.6%,7.1%,20.0%,0.1%,10.9%
CN(C)CCNC(=O)Cc1ccc([N+](=O)[O-])cc1,71,-5.8%,0.3%,1.8%,-2.2,9.8%,1.8%,-1.8%,3.6%,-11.1%
COc1ccc(-c2csc(NC(=O)c3ccccc3OC)c2C(=O)O)cc1OC,55,0.6%,-0.1%,-0.2%,-0.8,9.7%,-5.9%,19.0%,0.2%,4.9%
CCc1ccc(C(=O)Nn2cnc3ccccc3c2=O)cc1,94,-4.5%,0.5%,-1.2%,0.6,7.8%,5.5%,-2.0%,-0.4%[50 µM],-3.5%
C[C@H](NC(=O)OC(C)(C)C)C(=O)N/N=C/c1ccc2nccnc2c1,40,.,0.0%,3.9%,0.5,14.1%,9.0%,7.0%,.,5.3%
O=C(O)c1ccc(CNc2ccccc2C(=O)O)cc1,102,-7.2%,-0.1%,3.6%,-1.6,3.3%,1.2%,10.0%,-0.2%,9.2%
CCOC(=O)c1c(C(=O)OCC)c(C)n(CCc2ccc(OC)c(OC)c2)c1C,35,-2.2%,0.4%,2.2%,4.7,4.0%,4.7%,19.2%,3.5%,6.9%
CCOC(=O)C1(CC2CCCCO2)CCN(C(=O)Nc2ccc(C)c(C)c2)CC1 (configuration not stated),50,-2.9%,0.7%,-1.4%,1.1,12.1%,6.3%,-9.6%,-3.0%,-7.2%
CCCCCC(=O)NNC(=O)c1ccc(F)cc1,57,0.7%,-0.2%,2.3%,-0.2,3.2%,7.5%,-9.2%,4.7%,2.8%
O=c1oc2ccccc2cc1-c1cn2ccccc2n1,24,-2.2%,0.2%,-0.1%,-2.0,-0.1%,-3.1%,8.3%,-0.4%,-6.0%
Cc1ccc(OCC(=O)N/N=C/c2ccccc2)c([N+](=O)[O-])c1,.,0.0%,0.2%,0.6%,.,4.5%,6.4%,17.4%,0.8%,16.9%
CC(Sc1nc(-c2ccccc2)cc(C(F)(F)F)n1)C(=O)O (configuration not stated),92,.,0.1%,0.0%,-0.8,-10.1%,1.1%,-0.8%,.,9.6%
COc1ccc(C(=O)/C(=C\N(C)C)n2nc(C)cc2C)cc1,59,-2.2%,0.5%,0.2%,-1.0,2.7%,-1.6%,2.2%,0.0%,-3.5%
O=C(Nc1nnc(-c2ccco2)o1)c1cccc(N2C(=O)CCC2=O)c1,61,-6.5%,0.6%,-1.1%,-0.3,-7.7%,-6.8%,-2.2%,0.1%,2.6%
CC(NC(N)=O)C(=O)Nc1ccc(Cl)c(S(=O)(=O)Nc2ccc(Cl)cc2)c1 (configuration not stated),39,-6.1%,0.8%,2.3%,0.9,8.1%,-0.4%,6.1%,0.0%,-3.8%
CN(C)S(=O)(=O)c1ccc(NCC2COc3ccccc3O2)c([N+](=O)[O-])c1 (configuration not stated),64,-5.2%,-0.3%,-1.0%,14.4,-2.9%,0.4%,-1.8%,4.7%,12.5%
CCOC(=O)c1c(C)[nH]c(C(=O)NCCN2CCOCC2)c1C,63,-6.7%,0.5%,-0.3%,0.3,-3.5%,7.1%,5.0%,0.1%,0.1%
CC(=O)N1c2ccc(S(=O)(=O)N3CCCC(C(=O)N4CCCCC4)C3)cc2CC1C (configuration not stated),62,-4.2%,-0.1%,-0.2%,-2.0,13.0%,0.9%,-13.6%,-2.1%,-17.8%
COc1cc(C(C(=O)NCC2CCCO2)N(C(=O)Cn2nnc3ccccc32)c2ccc(OC)c(OC)c2)ccc1O (configuration not stated),48,-2.4%,0.8%,-0.6%,-0.4,7.6%,11.0%,7.4%,-0.1%,20.2%
COCCNC(=O)Cc1ccc(F)cc1,49,2.9%,1.1%,-0.3%,-0.5,6.4%,3.5%,0.0%,3.1%,-9.8%
Oc1[nH]c2ccccc2c1N=NC(=S)NCCc1ccccc1,.,-1.4%,-0.1%,-2.3%,.,15.8%,-9.9%,2.3%,0.9%,11.5%
CCOC(=O)c1c(Nc2nc(C)c(C(=O)NC)s2)sc(C)c1C,63,-4.1%,-0.1%,-3.3%,1.8,1.1%,3.8%,50.4%,-0.5%,0.3%
Cc1ccc(NC(=O)CSc2ccccc2NC(=O)c2ccccc2)cc1Cl,27,0.4%,-0.2%,2.6%,19.9,-1.0%,13.9%,13.8%,2.5%,-16.4%
O=C(Cn1ncc(Cl)c(Cl)c1=O)c1ccc(Cl)cc1,.,-4.9%,0.0%,-0.8%,.,7.2%,-2.3%,0.2%,-0.2%,1.6%
O=C(Nc1ccc(-c2nc3cccnc3s2)cc1)C1CCCO1 (configuration not stated),64,-2.1%,-0.3%,1.1%,2.4,-0.1%,2.4%,8.9%,-0.2%,-2.7%
COc1ccc(S(=O)(=O)NCC(c2cccnc2)N2CCN(C)CC2)cc1C (configuration not stated),90,-2.8%,-0.1%,-1.3%,-0.7,13.8%,-1.8%,5.7%,6.1%,3.8%
CCN1CCC2(CCN(Cc3cn[nH]c3-c3ccc(OC)c(F)c3)C2)C1 (configuration not stated),77,4.5%,-0.2%,-1.2%,-0.2,10.9%,4.4%,-9.8%,0.1%,7.6%
CCc1ccc(NC(=O)N(CCCOC(C)C)C2CCN(C(C)=O)CC2)cc1,35,-3.5%,0.2%,1.8%,1.3,10.3%,0.8%,4.9%,0.0%,13.4%
O=C(Nc1ccccc1N1CCN(c2ccccc2)CC1)C12CC3CC(CC(C3)C1)C2,79,-2.3%,1.7%,-0.9%,0.1,11.4%,-1.4%,7.9%,0.5%,-2.5%
COc1ccc2cc(C(c3nnnn3C3CCCC3)N3CCOCC3)c3nnnn3c2c1 (configuration not stated),70,-6.2%,-0.1%,-0.7%,2.4,-1.1%,-2.3%,-0.4%,-0.8%,7.2%
O=C(NCCc1ccccc1)c1ccc(-n2cnnn2)cc1,57,-3.3%,0.0%,-1.0%,-1.3,1.0%,-7.1%,2.9%,0.8%,9.3%
CCOc1[nH]n(-c2ccccc2)c(=O)c1C=NCC(=O)OC,73,2.7%,-0.2%,0.5%,1.5,1.7%,-2.6%,-1.4%,0.1%,17.9%
O=c1ccc(-c2nc3ccccc3n2Cc2ccc(Cl)cc2)c[nH]1,88,2.0%,0.0%,1.0%,0.6,-5.8%,-2.3%,8.6%,0.0%,5.3%
Nc1nonc1-n1nnc(C(=O)N/N=C/c2ccc3c(c2)OCO3)c1-c1ccccc1,46,-0.8%,-0.2%,-1.6%,0.5,-8.1%,-0.2%,13.0%,0.1%,1.1%
COc1cccc(C(=O)Nc2ccc(S(=O)(=O)N3CCCCC3)cc2)c1OC,60,-2.6%,0.3%,1.5%,-0.2,-12.7%,-4.1%,-1.5%,0.8%,2.5%

An excerpt from above in order of the Siah-1 displacement value, falling.
molecule	Siah-1 displacement
O=C(Nc1ccc(-c2nc3cccnc3s2)cc1)C1CCCO1 (configuration not stated)	2.4%
O=c1ccc(-c2nc3ccccc3n2Cc2ccc(Cl)cc2)c[nH]1	-2.3%
CCn1c(Cc2ccccc2)nnc1SCC(=O)Nc1ccc(C)cc1	-5.3%
